RSV CPE inhibition: RSV antiviral activity via CPE protection, HEp-2 cells, primary 10 µM value included (AID 2391); HEp-2 cells, RSV-induced CPE inhibition; higher % means a stronger effect; one-dose CPE inhibition, % at 10 µM; IC50 in µM for titrated hits; hit rate 0.13% among 310,000; in the data active = a potency from the dose series; inconclusive = CPE inhibition mostly from about 23% at the one dose, without a potency; inactive = the rest, 99 in 100 with CPE inhibition below about 21%; note: strong numbers were not always called active
West Nile virus CPE: West Nile virus antiviral activity, cell-based, CPE readout (AID 1621). CPE inhibition, % at 10 µM, or IC50 in µM where a hit was titrated. West Nile virus-infected cells, CPE inhibition; higher % means a stronger effect. hit rate 0.02% among 290,000; in the data active = a potency from the dose series; inconclusive = CPE inhibition mostly from about 3.7% at the one dose, without a potency; inactive = the rest, 99 in 100 with CPE inhibition below about 2.2%; note: strong numbers were not always called active
Myeloid diff MLP: compounds promoting myeloid differentiation. hit rate 1% among 360,000. ER-HoxA9 myeloid progenitors, lysozyme-GFP differentiation, flow cytometry. AID 624256. calls only at 10 µM;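 active = normalized GFP-positive differentiation at or above the plate's own cutoff, the solvent-only control mean plus 3 SD; inconclusive = no clear call, values can overlap the other calls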;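 note: cells exposed to compound for four days before flow analysis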
Salmonella PhoP GFP: inhibitors of PhoP regulon expression, primary screen, Salmonella Typhimurium, GFP reporter (AID 1863); S. Typhimurium PhoP-regulated promoter GFP reporter, 4 h; higher % means a stronger effect; hit rate 0.16% among 300,000; one-dose inhibition, % at 50 µM; IC50 in µM for titrated hits;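 active = inhibition over 29.93%, a cutoff 3 SD above the screen mean, later confirmed by dose response; inconclusive = inhibition over 29.93% but no dose response follow-up; inactive = inhibition at most 29.93% or unconfirmed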;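 note: 0% = low Mg2+ inducing control and 100% = high Mg2+ repressing control; strong numbers were not always called active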
MgcRacGAP inhibition: MgcRacGAP GTPase-activating activity inhibitors, confirmation, biochemical, ADP Hunter fluorescence; MgcRacGAP-stimulated Rac1 GTP hydrolysis, ADP Hunter fluorescence; higher % means a stronger effect; GST-tagged Rac1 F28L mutant substrate; one-dose inhibition, % at 30 µM; IC50 in µM for titrated hits; hit rate 0.6% among 340,000; AID 624330;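 active = first-screen hits whose inhibition reached a set limit at any dose in the follow-up dose series; inconclusive = inhibition above the set first-screen limit but never retested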;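 note: fluorescence reports GDP produced by GAP-driven GTP hydrolysis; strong numbers were not always called active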
bCat nuc transl: beta-catenin nuclear translocation modulation | hit rate 0.3% among 190,000 | nuclear translocation activity, % at 5 µM | HeLa beta-catenin nuclear translocation, immunofluorescence imaging;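 active = nuclear translocation activity above 50% at 5 µM, with a well cell count of 50 or more; inconclusive = wells under 50 cells across six images, flagged as toxic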;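 note: per-cell ratio of nuclear to cytoplasmic median beta-catenin stain intensity; plate controls were DMSO negative control for no effect and GSK-3 inhibitor IX positive control for full effect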
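Read-out: Nuclear/cytoplasmic beta-catenin signal ratio, % activation | Assay system: Human HeLa cell line | Times: 24 h compound exposure at 37°C, 5% CO2 | Signal: Fluorescence imaging of beta-catenin antibody stain plus DAPI | Dosing: 5 µM primary, 0.02–20 µM confirmation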
SV40 large T antigen: TAg ATPase/helicase activity blockers – biochemical (AID 1903); hit rate 0.39% among 310,000; inhibition, % at 20 µM; hits with a dose series show IC50 in µM; SV40 large T antigen ATPase/helicase inhibition assay; higher % means a stronger effect; in the data active = a potency from the dose series; inconclusive = inhibition mostly from about 32% at the one dose, without a potency; inactive = the rest, 99 in 100 with inhibition below about 32%; note: strong numbers were not always called active
WT yeast gro inh: growth inhibition of WT yeast, mitochondrial fusion screen. mitochondrial fusion phenotypic screen, WT strain. inhibition, % at 10 µM. hit rate 2.1% among 190,000; in the data active = inhibition above about 58%; tested in S. cerevisiae
T cell modulator: modulates CD8 T cell binding to vesicles. calls only at 7 µM. AID 2052. 2C CD8+ T cell-vesicle binding, flow cytometry; hits give low values. hit rate 0.068% among 330,000;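 active = response, share of CD8 T cells binding vesicles, and their 90th percentile fluorescence all below set limits, cut at about 80% in these data, passing the limit was not always enough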
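System: murine 2C transgenic CD8+ T lymphocytes; also added: QL9-loaded Drosophila micro-vesicles; times: binding 1.5 h at 37 °C; measured by: flow cytometry, PE anti-B7-1 (FL2) versus Alexa647 anti-CD8 (FL8), PFA-fixed; control set: Peptide-free naked vesicles (low) and QL9 vesicles with 0.7% DMSO vehicle (high)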
WT yeast gro inh mutant strain: further read-out of WT yeast gro inh, marked with its call; inhibition, %; mitochondrial fusion phenotypic screen, mutant strain inhibition
bCat nuc transl cell count 5 µM: also measured in bCat nuc transl; calls as there; cell count; measured here: cell count, cytotoxicity flag
T cell modulator vesicle-bound %: further read-out of T cell modulator, marked with its call; double positive events, %; measured here: CD8+ vesicle-bound cell fraction;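 binding gate set so that unloaded-vesicle control wells show 10% double positive cells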
Myeloid diff MLP GFP+ MAC1+ %: further read-out of Myeloid diff MLP, marked with its call; GFP+ MAC1+ double positive, %; measured here: differentiation confirmed by MAC1 staining
An asterisk follows results filed as active; i = inactive; ? = inconclusive; nt = not tested or not shown; + = active, no number.

SMILES	RSV CPE inhibition	West Nile virus CPE	Myeloid diff MLP	Myeloid diff MLP GFP+ MAC1+ %	Salmonella PhoP GFP	MgcRacGAP inhibition	bCat nuc transl	bCat nuc transl cell count 5 µM	SV40 large T antigen	WT yeast gro inh	WT yeast gro inh mutant strain	T cell modulator	T cell modulator vesicle-bound %
O=C(Cn1nnc2ccccc2c1=O)N[C@@H](Cc1ccccc1)C(=O)O	2.5%	0.2%	i	1.1	2%	4%	2.2	1296	7%	nt	nt	i	23
CCOC(=O)CC1CCCCN1C(=O)c1ccc2oc(CCc3ccccc3)nc2c1 (stereo unspecified)	17%	-1.5%	i	1.6	4%	4%	nt	nt	15%	nt	nt	i	63
O=C(Cn1cccc1C(=O)c1ccccc1)NCCN1CCCCCC1	-0.1%	-0.2%	i	1.3	-6%	2%	0.3	1438	1%	-18	16	i	37
Cc1cccc(N2C(=O)SC(N(CC(=O)O)c3cccc(C)c3)C2=O)c1 (stereo unspecified)	1.6%	-0.7%	i	1.1	12%	6%	nt	nt	11%	1	7	i	52
C/C=C(\C)C(=O)NCCN1C2=NC[C@H](Cc3ccccc3)N2C[C@@H]1Cc1ccc(OC)cc1	-0.9%	-0.4%	i	1.6	1%	1%	nt	nt	10%	nt	nt	i	28
Cc1ccc(-n2c(C)cc(C(=S)N3CCOCC3)c2C)cc1C	4.2%	-0.9%	i	1.8	0%	8%	nt	nt	6%	20	-19	i	61
Cc1ccc(NC(=O)C2CCCN2S(=O)(=O)c2ccc3c(c2)n(C)c(=O)c(=O)n3C)cc1 (stereo unspecified)	-1.1%	0.0%	i	0.2	-7%	10%	0.0	1311	16%	nt	nt	i	33
CCOc1ccc(S(=O)(=O)n2nc(C)cc2C)cc1	1.2%	-0.9%	i	1.9	-2%	19%	nt	nt	13%	nt	nt	i	60
Cc1ccc2cc(CN(C(=O)c3cccnc3)C(C)C)c(=O)[nH]c2c1	0.4%	-0.3%	i	2.4	-6%	9%	3.3	1134	3%	3	3	i	56
Cn1c(=O)n(Cc2ccccc2)c(=O)c2c1nc1n2CCN1Cc1ccco1	2.9%	-0.4%	i	0.6	2%	-6%	-1.5	1070	6%	-8	5	i	25
O=C(c1cc2cc(Br)ccc2o1)N1CCCC1	0.5%	-0.3%	i	0.2	-1%	13%	-0.6	1431	3%	15	-6	i	48
COc1ccc(-c2c(C)oc3c(CN4CCCCC4C)c(O)ccc3c2=O)cc1 (stereo unspecified)	-0.7%	-0.5%	i	0.3	-2%	10%	nt	nt	8%	nt	nt	i	59
Cc1cc(NC(=O)c2ccc(NC(=O)C3CC3)cc2)no1	-0.5%	0.5%	i	0.4	2%	-8%	-0.4	926	3%	0	7	i	38
Cc1cc(C2(c3ccc(O)c(C)c3)OC(=O)c3ccccc32)ccc1O	7.8%	-0.1%	i	1.8	10%	18%	-1.1	565	14%	-1	-27	i	12
Cc1cccc2c1-c1sc(C(=O)N3CCCCC3)cc1CO2	4.5%	-1.1%	i	1.9	nt	10%	nt	nt	nt	nt	nt	i	30
CC(=O)Nc1ccc(CN2CCCC(C(=O)c3ccc(C(F)(F)F)cc3)C2)cc1 (stereo unspecified)	-2.0%	-0.7%	i	0.2	-1%	6%	-1.0	1142	1%	12	37	i	28
O=C(O)c1ccc([N+](=O)[O-])c2c1C(=O)c1ccccc1C2=O	1.0%	nt	i	0.9	nt	14%	nt	nt	7%	nt	nt	i	32
CCN1CCN(C(=O)c2ccc3c(=O)n(CCc4ccccc4)c(=O)[nH]c3c2)CC1	0.6%	-1.1%	i	0.4	5%	8%	nt	nt	9%	nt	nt	i	26
O=C(Nc1nc2c(Br)cccc2s1)C1CC1	0.2%	0.6%	i	1.5	nt	1%	nt	nt	17%	nt	nt	i	19
CN(C(=O)COC(=O)c1cccc(S(=O)(=O)N2CCCCC2)c1)C1CCS(=O)(=O)C1 (stereo unspecified)	-2.6%	nt	i	0.7	-7%	-2%	nt	nt	7%	nt	nt	i	55
CC1=C(C(=O)Nc2cccc(C(=O)NCc3ccccc3C)c2)SCCO1	8.9%	0.4%	i	0.8	7%	9%	nt	nt	5%	nt	nt	i	4
CCc1cccc(C)c1NC(=O)CCCn1c(=O)c2cccn2c2cccnc21	nt	0.0%	i	2.4	2%	9%	nt	nt	3%	nt	nt	i	24
N#CC1=C(N)OC2=C(C(=O)CCC2)C1c1ccccc1 (stereo unspecified)	1.0%	1.1%	i	1.0	0%	-2%	nt	nt	8%	-8	-14	i	33
CCCCc1nc2cc(C(=O)N3CCCC(OCCC)C3)ccc2o1 (stereo unspecified)	nt	-0.2%	i	1.8	0%	2%	nt	nt	8%	nt	nt	i	24
COc1ccc(C)cc1S(=O)(=O)NC1CCCCC1C (stereo unspecified)	0.7%	-0.6%	i	1.5	-2%	13%	-0.2	981	0%	3	37	i	42
COC(=O)[C@@]12CCCN1[C@H](c1ccc(-c3ccccc3)cc1)[C@H]1C(=O)N(C)C(=O)[C@H]12	-1.8%	nt	i	0.3	nt	8%	nt	nt	7%	nt	nt	i	19
COc1ccc(C(=O)NC2CCN(CC(=O)Nc3cccc(C)c3)CC2)cc1OC	0.0%	-0.1%	i	0.7	5%	13%	nt	nt	11%	-10	8	i	24
COc1ccc(NC2CC(=O)N(CCc3ccccc3)C2=O)cc1 (stereo unspecified)	1.4%	0.6%	i	1.5	-4%	18%	-2.3	572	21%	-22	-7	i	33
N#Cc1c(SCc2ccccc2)sc(C(=O)c2ccccc2)c1N	1.5%	-0.2%	i	0.6	-6%	5%	-12	1208	3%	10	-39	i	46
CCCCn1nc(C(=O)N(CC)CC(=O)Nc2c(F)cccc2F)c2ccccc2c1=O	-0.4%	nt	i	2.4	nt	3%	nt	nt	nt	nt	nt	i	24
CCOc1ccc(NC(=O)CCC(=O)N/N=C/c2ccc3c(c2)OCO3)cc1	1.3%	1.2%	i	0.2	-4%	6%	-0.5	1070	7%	-1	3	i	24
COCCNc1oc(/C=C/c2ccc(F)cc2)nc1S(=O)(=O)c1ccccc1	4.1%	0.7%	i	1.9	9%	11%	nt	nt	20%	nt	nt	i	42
COc1cccc(CNC(=O)CSCc2cnn(-c3ccccc3)c2-n2cccc2)c1	4.5%	-0.7%	i	1.2	3%	5%	0.4	1094	4%	20	15	i	59
CC(Sc1ccccc1)C(=O)NN=C1CCCCCC1 (stereo unspecified)	0.6%	-0.2%	i	0.5	-10%	6%	-0.1	1109	5%	-1	1	i	6
Cc1ccsc1C(=O)C1CCCN(Cc2cccn2-c2ccc(Cl)cn2)C1 (stereo unspecified)	7.4%	-1.2%	i	0.4	0%	16%	1.1	937	14%	28	27	i	38
O=C(OC1CO[C@H]2O[C@@H]1[C@H](OC(=O)c1ccccc1)[C@H]2OC(=O)c1ccccc1)c1ccccc1 (stereo partly specified)	4.8%	nt	i	0.4	nt	nt	nt	nt	7%	nt	nt	i	26
COc1ccc([C@H]2Oc3cc(O)cc(O)c3C(=O)C2[C@@H]2C(=O)c3c(O)cc(O)cc3O[C@@H]2c2ccc(OC)cc2)cc1 (stereo partly specified)	-5.5%	-1.2%	nt	nt	-4%	nt	1.7	1143	3%	nt	nt	i	6
CC(C)c1ccc(CNCc2ccccc2)cc1	3.8%	-1.3%	i	4.7	11%	8%	nt	nt	23%	30	13	i	36
CC1CS(=O)(=O)CCN1N=Cc1ccc([N+](=O)[O-])o1 (stereo unspecified)	0.4%	nt	i	3.3	-13%	6%	nt	nt	18%	nt	nt	i	56
Cc1ccc(NC(C(N)=O)c2c(C)[nH]c(=O)[nH]c2=O)cc1 (stereo unspecified)	0.5%	0.6%	i	0.6	-1%	6%	-1.4	1172	17%	2	-9	i	21
COc1ccc(CC(=O)Nc2ccccc2NC(=O)Cc2ccc(OC)cc2)cc1	0.3%	-0.7%	i	1.4	3%	4%	nt	nt	6%	nt	nt	i	59
CN(CC(=O)Nc1cccc(F)c1)C(=O)/C=C/c1ccc2ccccc2n1	0.9%	0.2%	nt	nt	-2%	3%	nt	nt	4%	nt	nt	i	46
CC1(c2ccc(OCC#N)cc2)C=C(c2ccc(OCC#N)cc2)n2nc(C(F)(F)F)nc2N1 (stereo unspecified)	2.7%	-1.2%	i	0.1	-9%	5%	nt	nt	3%	-1	14	i	15
CCOc1ccc(NC(=S)NCCCc2ccccc2)cc1	0.8%	-0.6%	i	0.5	3%	6%	-1.8	1067	15%	70*	47*	i	13
CCc1ccc(N2CC(C(=O)OCC(=O)c3c(N)n(CC(C)C)c(=O)n(C)c3=O)CC2=O)cc1 (stereo unspecified)	4.5%	nt	i	0.3	8%	4%	nt	nt	24%	nt	nt	i	44
Cc1cc(C)nc(/N=C2\NC(=O)CC3C(=O)NCCN23)n1 (stereo unspecified)	0.8%	0.4%	i	0.4	-5%	3%	0.0	1112	0%	3	9	i	56
COc1ccc(OC)c(/C=N\NC(=O)CC(=O)NCCc2ccccc2)c1	-1.3%	-0.9%	i	0.9	0%	-2%	-2.0	1095	0%	11	10	i	47
COC(=O)CCc1c(C)c(C(=O)c2cc(OC)c(OC)c(OC)c2)c2ccccn12	1.1%	0.0%	i	0.7	-6%	7%	nt	nt	5%	nt	nt	i	58
CS(=O)(=O)c1ccc(C(=O)N2CC(=O)Nc3ccccc32)cc1	0.3%	0.0%	i	0.4	4%	-1%	nt	nt	1%	nt	nt	i	29
Cc1cc(C)c2c(n1)nn1c(C)c(CCC(=O)NCc3ccco3)c(C)nc21	1.0%	-0.1%	i	3.2	3%	9%	-4.1	1214	1%	1	-6	i	42
O=C(c1ccc(S(=O)(=O)c2ccccc2Cl)c([N+](=O)[O-])c1)N1CCCCCC1	13%	?	+	2.0*	-16%	5%	-2.0	1156	9%	-8	-6	i	13

Screens from PubChem BioAssay.
